HEK cytotox = HEK 293 cell cytotoxicity; HEK 293 viability, ATP luminescence (CellTiter-Glo), 48-72 h; Potency, µM (highest dose often 115 µM), for inactives: at the highest dose activity change, negative = cytotoxicity, usual class: inhibitors; hit rate 6.6% among 94,000; AID 1345083; note: potency is the fitted concentration of half-maximal effect; nearly all actives have a fitted effect of over 60% in size
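HEK 293 cells seeded at 250 cells/well were exposed to compound for 48 or 72 hr at 37 degree Celsius. Viability taken as ATP content by CellTiter-Glo luminescence.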
SNCA expr inh = inhibitors of alpha-synuclein (SNCA) gene expression | HEK-293 SNCA-luciferase knock-in, luminescence, 24 h | Potency, µM (top dose mostly 57.2 µM), inactives show top-dose activity change, negative = inhibition, most hits filed as inhibitors | hit rate 0.17% among 140,000;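 note: potency is the fitted concentration of half-maximal effect; plate controls were DMSO cells for no effect and cell-free wells for full effect; nearly all actives have a fitted effect of over 45% in size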
SNCA viab count = reduces viability of HEK-293 SNCA reporter cells | Potency, µM (series often up to 57.1 µM), for inactives: top-dose activity change, negative = cytotoxicity, actives largely listed as cytotoxic | HEK-293-SNCA-luc viability, GF-AFC fluorescence, 24 h | hit rate 0.12% among 150,000;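 note: potency is the fitted concentration of half-maximal effect; 0% = DMSO-treated cells and -100% = medium-only wells without cells; nearly all actives have a fitted effect of over 30% in size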
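HEK-293-SNCA-luc cells (1500/well) plated 24 h, then exposed 24 h to a dilution series; GF-AFC added 30 min at 37C, fluorescence 405/540 nm; normalised to medium-only and DMSO wells, Hill fit.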
IP6K1 inhibitor = blocks human inositol hexakisphosphate kinase 1. Q92551. IP6K1 kinase, ADP-Glo luminescence, 2 h; hits give low values. activity change, % (series mostly up to about 58 µM). hit rate 0.81% among 140,000; in the data active = activity change below about -25%
Target sequence (Q92551 whole entry, looked up): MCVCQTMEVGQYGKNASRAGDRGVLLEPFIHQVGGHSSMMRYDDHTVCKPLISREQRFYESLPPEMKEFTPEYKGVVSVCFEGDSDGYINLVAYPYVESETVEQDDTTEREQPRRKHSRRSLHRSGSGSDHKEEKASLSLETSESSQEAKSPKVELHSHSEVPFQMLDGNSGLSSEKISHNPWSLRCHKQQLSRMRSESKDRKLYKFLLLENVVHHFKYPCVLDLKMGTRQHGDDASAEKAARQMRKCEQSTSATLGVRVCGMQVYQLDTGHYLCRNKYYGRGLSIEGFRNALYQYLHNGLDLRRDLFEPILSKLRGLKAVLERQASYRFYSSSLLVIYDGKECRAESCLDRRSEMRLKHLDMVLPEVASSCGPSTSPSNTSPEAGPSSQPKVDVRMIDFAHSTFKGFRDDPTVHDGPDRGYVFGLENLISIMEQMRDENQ
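ADP-Glo luminescence measures ADP made by human IP6K1 during a 2 h RT reaction with ATP/IP6 (mix at 1.3 mM/130 uM); top library doses 57.5 and 19.1 uM final.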
GPT2 inhibitor = GPT2 alanine aminotransferase inhibition | Recombinant GPT2, coupled pyruvate oxidase/HRP Amplex Red fluorescence | hit rate 0.25% among 100,000 | Q8TD30 | Potency, µM (highest dose often 57.7 µM), for the others: at the highest dose activity change, negative = inhibition, actives largely listed as inhibitors; note: potency is the fitted concentration of half-maximal effect; nearly all actives have a fitted effect of over 60% in size; many of its hits are not listed in these tables
Target sequence (Q8TD30 whole entry, looked up): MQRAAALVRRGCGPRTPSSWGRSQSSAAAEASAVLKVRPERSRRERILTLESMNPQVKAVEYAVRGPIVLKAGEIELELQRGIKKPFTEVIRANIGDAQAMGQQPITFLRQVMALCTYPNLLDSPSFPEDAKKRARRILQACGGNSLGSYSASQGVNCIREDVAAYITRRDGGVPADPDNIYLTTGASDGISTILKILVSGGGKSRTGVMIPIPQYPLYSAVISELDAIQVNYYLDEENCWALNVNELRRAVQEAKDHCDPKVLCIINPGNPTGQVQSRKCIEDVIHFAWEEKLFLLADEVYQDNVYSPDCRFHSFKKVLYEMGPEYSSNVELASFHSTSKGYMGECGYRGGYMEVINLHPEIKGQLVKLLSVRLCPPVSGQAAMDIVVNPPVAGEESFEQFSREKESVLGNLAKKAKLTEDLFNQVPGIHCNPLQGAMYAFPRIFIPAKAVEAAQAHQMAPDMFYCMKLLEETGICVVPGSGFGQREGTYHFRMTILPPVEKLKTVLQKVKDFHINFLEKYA
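GPT2 10ng/uL, a-KG 250uM, L-Ala 2mM, HEPES pH7.5 + 0.0001% Tween; 30 min RT. Then Amplex mix (PO/HRP/ThPP), 30 min RT dark, fluorescence. AOA 50uM used as positive control.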
Luciferase inh = inhibitors of firefly (Photinus pyralis) luciferase. P08659. purified P. pyralis luciferase, luminescence, biochemical. Potency, µM (top dose mostly 115 µM), inactives show at the top dose activity change, negative = inhibition, hits mostly inhibitors. hit rate 2.5% among 76,000; note: potency is the fitted concentration of half-maximal effect; nearly all actives have a fitted effect of over 65% in size
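Purified 10nM P. pyralis luciferase with 10uM D-luciferin and 10uM ATP in 50mM Tris acetate pH 7.5, 10mM Mg acetate, 0.01% Tween-20, 0.05% BSA. qHTS titration; luminescence read by CCD imager.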
3T3 cytotox = NIH 3T3 cell cytotoxicity | hit rate 4.3% among 94,000 | Potency, µM (titrated, usually from 96.7 µM), without a hit: at the highest dose activity change, negative = cytotoxicity, hits mostly inhibitors | NIH 3T3 viability, CellTiter-Glo ATP luminescence, 48-72 h | AID 1345082; note: potency is the fitted concentration of half-maximal effect; nearly all actives have a fitted effect of over 55% in size
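Mouse fibroblast NIH 3T3 cells, 400 per well, received compound via pintool and were incubated for 48 or 72 hr prior to CellTiter-Glo ATP luminescence measurement.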
Active calls of the source: *; i = inactive; ? = inconclusive; / = not tested or not shown; [ ] = remark or other dose. Unless noted, calls come from the whole dose curve; as a rule, active = well fitted curve in the direction sought with a large enough effect; inconclusive = small, poorly fitted or top-dose-only effect, or another doubt; inactive = no such curve, though single readings can be large; an effect the other way counts as inactive or inconclusive. Unless noted, % is set by controls: 0 for no effect and ±100 for the full control effect.

Key to letters: A = HEK cytotox; B = SNCA expr inh; C = SNCA viab count; D = IP6K1 inhibitor; E = GPT2 inhibitor; F = Luciferase inh; G = 3T3 cytotox
> C#CCN(C)Cc1nc(C2(O)CCN(CC3CCCCC3)CC2)cs1
  A: -8%[172 µM]	B: 14%[87.6 µM]	C: -9%[87.6 µM]	D: 6	E: -9%[88.5 µM]	F: -1%[172 µM]	G: -3%[174 µM]

> CCN1CCN(c2cc(C)c3cc(NC(=O)c4cc(Cl)ccc4OC)ccc3n2)CC1
  A: /	B: ?	C: ?	D: 3	E: /	F: /	G: /

> CSc1ccccc1C(=O)N1CCOC(Cc2cccc(F)c2)C1 (configuration not stated)
  A: ?	B: -16%	C: 6%	D: 13	E: 2%	F: -4%	G: ?

> Cc1ccc(C)c(NC(=O)Cn2c(=O)n(-c3ccccc3C)c(=O)c3c2c2cc(C)ccc2n3C)c1
  A: /	B: -26%	C: 1%	D: 3	E: /	F: /	G: /

> COC(=O)c1cc(NC(=O)CCc2c(C)nc3nc(C)nn3c2C)cc(C(=O)OC)c1
  A: /	B: 69%[activator]	C: -8%	D: 3	E: /	F: /	G: /

> CCC1(N2CCN(C(=O)c3ccc(C(F)(F)F)s3)CC2)CCN(C(=O)NC)C1 (configuration not stated)
  A: ?	B: 18%	C: 5%	D: -6	E: i	F: ?	G: -20%

> CN(Cc1cccnc1)c1nc2c(c(=O)[nH]1)CCN(Cc1ccncc1)CC2
  A: -8%	B: 34%[activator]	C: 15%	D: 1	E: i	F: -9%	G: -10%

> Cc1cccc(C)c1NC(=O)CSCc1cnn(-c2ccccc2)c1-n1cccc1
  A: /	B: -21%	C: -12%	D: -21	E: /	F: /	G: /

> CN(c1cc(=O)c2ccnc(Nc3ccc(F)c(Cl)c3)c2o1)C1CCOCC1
  A: ?	B: 0%[87.6 µM]	C: -7%[87.6 µM]	D: -25*	E: i	F: 14%[172 µM]	G: ?

> CC(C)[S+](=O)([O-])N1CCC(c2nnc3n2C(C(=O)O)CC3)CC1 (configuration not stated)
  A: i	B: 6%	C: -1%	D: 1	E: i	F: /	G: 4%

> CC(C)(C)C(=O)Cn1c(=O)n(-c2ccc(Cl)c(Cl)c2)c(=O)c2c3c(sc21)CCCC3
  A: /	B: -12%	C: -4%	D: -11	E: /	F: /	G: /

> Cc1ccc(CCNC(=O)CCCn2nc(C)c3c(C)n(-c4ccccc4)nc3c2=O)cc1
  A: /	B: -25%	C: 7%	D: 19	E: /	F: /	G: /

> COc1cc(OC)c(NC(=O)Cc2c(C(=O)O)c(C)cn2C)cc1Cl
  A: /	B: -5%	C: 14%	D: -11	E: /	F: /	G: /

> O=[S+]([O-])(NC1CCN(c2ccc3nnc(-c4ccccc4)n3n2)C1)c1ccccc1 (configuration not stated)
  A: ?	B: /	C: /	D: -12	E: /	F: /	G: -29%

> O=C(Cn1nc2c(cc1=O)CCCC2)Nc1nc(-c2ccc3c(c2)OCO3)cs1
  A: 6%	B: 4%	C: 0%	D: -3	E: -5%	F: 13%	G: ?

> CC1(c2ccccc2)N(Cc2ccc(O)cc2)C(=O)OC12CCN(C(=O)Cc1ccccc1)CC2 (configuration not stated)
  A: ?	B: -10%	C: 3%	D: -7	E: 5%	F: -13%	G: ?

> COc1ccccc1NC(=O)Cn1c(=O)n(Cc2ccccc2)c(=O)c2sc3ccccc3c21
  A: /	B: -3%	C: 6%	D: 18	E: /	F: /	G: /

> CNC(=O)c1ccc2ccnn2c1
  A: -1%[230 µM]	B: 17%[87.6 µM]	C: -8%[87.6 µM]	D: -1	E: i	F: -2%[230 µM]	G: -4%[174 µM]

> CCn1c(=O)cc(OCC(=O)N2CCN(c3ccccc3OC)CC2)c2ccccc21
  A: /	B: 108%[activator]	C: 10%	D: -3	E: /	F: /	G: /

> CC(=O)c1cccc(NC(=O)Cn2c(=O)oc3cc(S(=O)(=O)NC4CCCC4)ccc32)c1
  A: /	B: -20%	C: -6%	D: 8	E: /	F: /	G: /

Five compounds from above, sorted by formula weight, highest first:
Key to letters: A = HEK cytotox; B = SNCA expr inh; C = SNCA viab count; D = IP6K1 inhibitor; E = GPT2 inhibitor; F = Luciferase inh; G = 3T3 cytotox
> CC(=O)c1cccc(NC(=O)Cn2c(=O)oc3cc(S(=O)(=O)NC4CCCC4)ccc32)c1
  A: /	B: -20%	C: -6%	D: 8	E: /	F: /	G: /

> Cc1ccc(CCNC(=O)CCCn2nc(C)c3c(C)n(-c4ccccc4)nc3c2=O)cc1
  A: /	B: -25%	C: 7%	D: 19	E: /	F: /	G: /

> CCn1c(=O)cc(OCC(=O)N2CCN(c3ccccc3OC)CC2)c2ccccc21
  A: /	B: 108%[activator]	C: 10%	D: -3	E: /	F: /	G: /

> O=[S+]([O-])(NC1CCN(c2ccc3nnc(-c4ccccc4)n3n2)C1)c1ccccc1 (configuration not stated)
  A: ?	B: /	C: /	D: -12	E: /	F: /	G: -29%

> COc1cc(OC)c(NC(=O)Cc2c(C(=O)O)c(C)cn2C)cc1Cl
  A: /	B: -5%	C: 14%	D: -11	E: /	F: /	G: /

Next section:
Key to letters: A = HEK cytotox; B = SNCA expr inh; C = SNCA viab count; D = IP6K1 inhibitor; E = GPT2 inhibitor; F = Luciferase inh; G = 3T3 cytotox
> O=C1CCN(S(=O)(=O)c2ccccc2)CCCN(C(=O)c2ccccn2)CCN1
  A: i	B: 13%	C: 10%	D: 9	E: -16%	F: -9%	G: -25%

> CCN1c2cc(C(=O)NC3CCCCC3)ccc2C(=O)N2CCCCCC21 (configuration not stated)
  A: ?	B: -1%	C: 7%[12.5 µM]	D: 14	E: -5%	F: -8%	G: -12%

> O=C(CSc1ccncc1)N1CCN2C(=O)N(Cc3ccccc3)C(=O)[C@H]2C1
  A: ?	B: -8%[87.6 µM]	C: 0%[87.6 µM]	D: -7	E: ?	F: -8%[172 µM]	G: -26%[174 µM]

> N#Cc1cc(NC(=O)C(=O)O)c(Cl)c(NC(=O)C(=O)O)c1
  A: /	B: -1%[25.6 µM]	C: -6%[23.9 µM]	D: -35*	E: i	F: /	G: /

> CCn1cc(Cl)c(C(=O)N2CCc3c(nc(-c4ccccc4)[nH]c3=O)C2)n1
  A: ?	B: -24%	C: 7%	D: 25	E: 1%	F: -10%	G: ?

> Cc1[nH]c2ccccc2c1CC(=O)N1CC[C@@](O)(C2CCOCC2)[C@H](C)C1
  A: -4%	B: 6%	C: -13%	D: 7	E: -39%	F: -4%	G: ?

> Cc1noc(C2CC3(CCN(C(=O)c4nccn4C)CC3)CN2C)n1 (configuration not stated)
  A: -22%	B: 22%	C: 0%	D: -2	E: ?	F: -10%	G: 0%

> COCCNC(=O)Cn1ccn2nc(-c3ccc(F)cc3)c(CO)c2c1=O
  A: -1%	B: 10%	C: -6%	D: 5	E: -14%	F: 0%	G: i

> Cc1cc(C)cc(NC(=O)c2cc(CN3CCCC3)on2)c1
  A: /	B: 115%[activator]	C: -1%	D: 10	E: /	F: /	G: /

> COCC1CN(C(C)=O)CC12CCN(C(=O)c1cccnc1C)CC2 (configuration not stated)
  A: -8%	B: -9%	C: -1%	D: -2	E: -11%	F: 4%	G: 0%

> COc1ccc(CN2Cc3[nH]nc(-c4cccc(OC)c4)c3CC2=O)cc1
  A: -25%[172 µM]	B: 4%[87.6 µM]	C: -3%[87.6 µM]	D: -4	E: 5%[88.5 µM]	F: -8%[172 µM]	G: ?

> Cc1ccc(C(=O)N2CCCC3(C2)C(=NC2CCCC2)NC(=O)N3c2cccnc2)cc1 (configuration not stated)
  A: i	B: 39%[activator]	C: 2%	D: -9	E: i	F: /	G: i

> COCc1nncn1C1CCN(C(=O)c2cc(F)ccc2Cl)CC1
  A: -8%	B: 9%	C: -2%	D: 11	E: i	F: -12%	G: -6%

> Cc1ccc(CNC(=O)CSc2n[nH]c(-c3ccc(F)cc3)n2)cc1
  A: /	B: 0%	C: -3%	D: 4	E: /	F: /	G: /

> COCCn1ncc(N2CCCC(CC(=O)NCc3cccc(C)c3)C2)cc1=O (configuration not stated)
  A: -3%	B: -1%	C: 0%	D: 3	E: 2%	F: 0%	G: -4%

> CC(C)S(=O)(=O)NCC1CN(CC2CC2)CC12CCCCC2 (configuration not stated)
  A: -9%	B: -10%	C: -13%	D: 18	E: 3%	F: /	G: -30%

> CN(C)C(=O)N1CCCC(C(=O)N2CCC(c3nc4ncccc4[nH]3)CC2)C1 (configuration not stated)
  A: ?	B: 8%	C: 15%	D: -4	E: -3%	F: /	G: -21%

> Cc1ccc2sc(N(CCCN(C)C)C(=O)c3ccco3)nc2c1C
  A: /	B: 10%	C: ?	D: -10	E: /	F: /	G: /

> CN(CC(=O)NCC1CCN(c2cnn(C)c(=O)c2)C1)C1CCNCC1 (configuration not stated)
  A: 3%	B: 3%	C: 7%	D: 13	E: i	F: 1%	G: i

> O=C(c1ccncc1)N1CCC2(CC1)CC(N1CCCCC1)CCO2 (configuration not stated)
  A: -3%	B: 14%	C: ?	D: -11	E: i	F: 0%	G: -14%

> O=C(NCc1nnc2cc(-c3nc(C4CC4)no3)ccn12)c1c(F)cccc1F
  A: 35µM*	B: -14%	C: -2%	D: 13	E: i	F: 0%	G: ?

> Cc1cccc(CN(C(=O)c2ccco2)c2ccc(CC(=O)N3CCCC3)cc2)c1
  A: ?	B: 31%[activator]	C: 7%	D: -3	E: i	F: -3%	G: ?

> CCC1CN(C(=O)c2ccc(NCc3cnn(CC)c3)nc2)CCN1C(C)C (configuration not stated)
  A: 0%	B: 18%	C: 0%	D: 28	E: 4%	F: -3%	G: 2%

> CCOC(=O)c1ccc(N2C(=O)c3n[nH]c(-c4ccco4)c3C2c2cccc(OC)c2)cc1 (configuration not stated)
  A: /	B: ?	C: -28%	D: 12	E: /	F: /	G: /

> CCOC(=O)C1CCN(C(=O)c2ccc3c(=O)n4nc(Nc5cc(C)ccc5C)sc4nc3c2)CC1
  A: /	B: -1%	C: -14%	D: 28	E: /	F: /	G: /

> COc1ccccc1-c1nc(C(=O)N2CCN(c3ncccn3)CC2)n2ccccc12
  A: -2%	B: ?	C: 3%	D: -19	E: ?	F: /	G: i

> CCCn1c(=O)sc2cc(NC(=O)c3ccccc3OCC)ccc21
  A: /	B: -12%	C: 19%	D: 22	E: /	F: /	G: /

> CCc1ccc(-n2c(=O)c3c4c(sc3n(Cc3ccc(C)cc3)c2=O)CCC4)cc1
  A: /	B: 7%	C: -3%	D: 4	E: /	F: /	G: /

> NC(=O)COc1ccc(C(=O)N[C@@H]2CN(C(=O)Nc3cccc(C(F)(F)F)c3)CCC[C@H]2O)cc1
  A: -26%	B: 13%	C: -3%	D: 19	E: -6%	F: ?	G: ?

> CC(C)c1nn2c(=O)cc(COC(=O)c3ccco3)nc2s1
  A: /	B: -6%	C: 5%	D: 2	E: /	F: /	G: /

> COc1ccc(NC(=O)C2CCCN(c3cnc4nc(C)c(C)nc4c3)C2)c(C)c1 (configuration not stated)
  A: -19%	B: 35%[activator]	C: 4%	D: 2	E: -1%	F: -15%	G: ?
